# PAFAH1B3 FP inh: PAFAH1B3 (human) inhibition; recombinant PAFAH1B3, FP-rhodamine probe, fluorescence polarization; inhibition, % at 3.39 µM; 340,000 tested, 0.28% active;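 active = inhibition above the screen-wide average of all tested compounds plus 3 SD, cut at about 25% in these data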;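 note: 0% = enzyme with DMSO only and 100% = wells lacking PAFAH1B3 protein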
# LYPLA2 counter: blocks human lysophospholipase 2, a PME1 counter-screen. recombinant LYPLA2, FP-Rh probe fluorescence polarization. inhibition, % at 5.9 µM. AID 2177. 320,000 tested, 0.38% active. O95372;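 active = inhibition above the screen-wide mean plus 3 SD, limit set per campaign, cut at about 26% in these data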;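 note: 0% = LYPLA2 with DMSO and 100% = wells lacking LYPLA2 enzyme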
# LYPLA1 inh: blocks human lysophospholipase 1, a PME1 counter-screen; O75608; recombinant LYPLA1, FP-Rh probe fluorescence polarization; inhibition, % at 5.9 µM; 320,000 tested, 0.16% active; AID 2174;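 active = inhibition above the mean of all tested compounds plus 3 SD, set per campaign, cut at about 14% in these data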;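 note: inhibitors block serine hydrolase probe labeling of LYPLA1 so polarization falls; 0% = enzyme with DMSO and 100% = wells lacking LYPLA1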
# Target sequence (O75608 whole entry, looked up): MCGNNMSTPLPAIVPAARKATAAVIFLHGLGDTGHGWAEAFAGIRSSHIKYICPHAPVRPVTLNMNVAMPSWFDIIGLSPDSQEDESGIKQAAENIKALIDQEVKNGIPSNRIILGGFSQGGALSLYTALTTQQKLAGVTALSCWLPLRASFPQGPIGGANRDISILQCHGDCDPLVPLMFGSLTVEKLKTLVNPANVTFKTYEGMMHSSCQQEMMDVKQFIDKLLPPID
# PAD4 FP inh: inhibitors of human PAD4; 330,000 tested, 0.41% active; inhibition, % at 6.36 µM; AID 485272; recombinant PAD4, RCA probe fluorescence polarization; Q9UM07;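 active = percent inhibition above a cutoff equal to the mean of all tested compounds plus 3 SD, cut at about 15% in these data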;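 note: 0% = PAD4 with RCA probe and DMSO and 100% = probe without PAD4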
# PAFAH2 inh: inhibitors of human PAFAH2; inhibition, % at 3.39 µM; recombinant PAFAH2, FP-rhodamine activity probe, fluorescence polarization; Q99487; 340,000 tested, 0.99% active;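 active = inhibition above the mean over all tested compounds plus 3 SD, cut at about 30% in these data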;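 note: inhibitors block probe labeling of enzyme so polarization drops; 0% = enzyme with DMSO and 100% = wells lacking PAFAH2 protein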
# PAFAH1B2 FP inh: inhibitors of human PAFAH1B2; AID 492953; recombinant PAFAH1B2, FP-rhodamine activity probe, fluorescence polarization; P68402; 340,000 tested, 1.2% active; inhibition, % at 3.39 µM;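 active = inhibition above the mean of all tested compounds plus 3 SD, cut at about 24% in these data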;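 note: 0% = enzyme with DMSO and 100% = wells lacking PAFAH1B2; many of its hits are not listed in these tables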
# Target sequence (P68402 whole entry, looked up): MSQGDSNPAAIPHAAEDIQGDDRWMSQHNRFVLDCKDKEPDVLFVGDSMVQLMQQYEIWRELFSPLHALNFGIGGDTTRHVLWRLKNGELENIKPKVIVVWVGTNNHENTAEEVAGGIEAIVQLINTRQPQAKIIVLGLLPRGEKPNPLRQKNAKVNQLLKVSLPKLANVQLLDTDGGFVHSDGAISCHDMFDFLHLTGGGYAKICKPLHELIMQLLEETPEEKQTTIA
# pPAFAH inh: inhibitors of human plasma PAF acetylhydrolase (pPAFAH). 330,000 tested, 1.5% active. inhibition, % at 3.39 µM. AID 463082. recombinant pPAFAH, FP-rhodamine probe fluorescence polarization;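 active = inhibition above the mean inhibition across the screen plus 3 SD, cut at about 25% in these data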;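 note: inhibitors block binding of the rhodamine activity-based probe so polarization drops; 0% = enzyme with DMSO and 100% = wells lacking pPAFAH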
# Target sequence (Q13093 whole entry, looked up): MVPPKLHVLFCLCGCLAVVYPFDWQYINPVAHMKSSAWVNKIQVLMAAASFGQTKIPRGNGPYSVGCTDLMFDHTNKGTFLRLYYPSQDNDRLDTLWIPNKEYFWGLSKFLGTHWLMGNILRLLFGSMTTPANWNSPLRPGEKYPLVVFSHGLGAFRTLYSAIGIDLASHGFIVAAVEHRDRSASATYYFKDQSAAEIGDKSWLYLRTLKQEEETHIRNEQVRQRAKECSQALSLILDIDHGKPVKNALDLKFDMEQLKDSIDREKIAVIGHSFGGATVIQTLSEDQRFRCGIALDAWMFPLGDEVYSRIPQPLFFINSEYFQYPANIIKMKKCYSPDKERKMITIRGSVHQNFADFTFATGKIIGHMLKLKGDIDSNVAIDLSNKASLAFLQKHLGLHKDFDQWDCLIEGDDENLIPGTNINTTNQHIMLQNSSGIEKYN
# PREPL inh: inhibits the human prolyl oligopeptidase-like enzyme; 320,000 tested, 0.68% active; inhibition, % at 5.96 µM; AID 2751; recombinant PREPL, fluorescence polarization activity-based probe; in the data active = inhibition above about 43%;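 note: 0% = enzyme with DMSO and 100% = wells lacking enzyme; many of its hits are not listed in these tables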
# GSTO1 inh: blocks human GSTO1 in RBBP9 counter-screen. recombinant GSTO1, activity-based probe fluorescence polarization. inhibition, % at 5.96 µM. 300,000 tested, 1.1% active;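 active = inhibition above the campaign mean inhibition plus 3 SD, cut at about 35% in these data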;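 note: 0% = GSTO1-1 with DMSO and 100% = wells lacking GSTO1-1 enzyme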
# Numbers without * were called inactive; · = no result given. Some of the compounds tested (hit frequency here may not be typical).
SMILES,PAFAH1B3 FP inh,LYPLA2 counter,LYPLA1 inh,PAD4 FP inh,PAFAH2 inh,PAFAH1B2 FP inh,pPAFAH inh,PREPL inh,GSTO1 inh
CC[C@H](C)[C@@H](CN[C@H](C)CNC)NCCC(c1ccccc1)c1ccccc1,7,2,0,4,5,1,-4,10,6
COc1cccc(-c2nc(CS(=O)(=O)CC(=O)Nc3cc(OC)ccc3OC)c(C)o2)c1,0,6,2,-6,2,1,9,18,2
O=C(NNC(=S)NC(=O)c1cccnc1)c1ccc(F)cc1,-2,2,2,3,-6,1,7,7,23
CC(=O)Nc1ccc(NC(=O)C(C)Oc2ccccc2F)cc1 (centres undefined),3,4,3,5,4,3,0,2,-4
CCOC(=O)c1[nH]c(C)c(C(=O)NCc2ccccn2)c1C,-1,2,-4,-4,2,-1,-3,5,-1
CCOc1ccc(C(=O)NC(=S)NC2CCCC2)cc1[N+](=O)[O-],-4,6,3,-3,-1,6,-4,8,9
Cc1cc(Br)ccc1NC(=O)CN(C)C(=O)Cn1c(=O)cnc2ccccc21,1,1,0,-2,-4,1,0,4,1
CCN1CCN(C(c2ccccc2)c2nnnn2CCc2ccc(OC)c(OC)c2)CC1 (centres undefined),4,3,1,-4,8,5,6,5,-1
CNC(=O)/C(C#N)=C\c1cc(C)n(-c2ccc(N3CCOCC3)cc2)c1C,7,0,1,-3,4,3,1,4,-5
CCSc1nnc(NC(=O)c2cc(C)nc3ccccc23)s1,3,-7,0,-1,4,7,7,-2,-25
Cc1ccc(C)c(S(=O)(=O)Nc2ccc3scnc3c2)c1,11,-6,-4,2,5,10,0,-11,5
CN(C)CCCN(C(=O)c1ccc([N+](=O)[O-])s1)c1nc2cc3c(cc2s1)OCCO3,14,3,0,2,12,2,0,5,10
CCCCCC/C(C=O)=C\c1ccccc1,-3,0,0,-3,12,-3,2,7,·
COc1ccc(C(=O)NC(=S)Nc2ccccc2N2CCN(S(C)(=O)=O)CC2)cc1OC,5,3,-3,1,-2,-2,52*,3,0
O=C(O)/C=C/C(=O)N1CCN(S(=O)(=O)c2cccc(C(F)(F)F)c2)CC1,4,2,1,3,-6,9,3,1,6
O=C(O)C1C2C=CC(C2)C1C(=O)OCC1CCCO1 (centres undefined),1,-3,2,0,3,2,0,0,0
Cc1ccc(-n2nc3c(c2NC(=O)c2ccco2)CS(=O)(=O)C3)cc1C,0,-4,-1,-1,5,2,2,-2,1
C=CCNC(=S)N1CCC(C(=O)c2ccc(OC)cc2)CC1,6,1,-2,3,1,-6,3,5,5
CCSc1nc2sc3c(c2c(=O)[nH]1)CC(C)(CC)OC3 (centres undefined),10,-1,1,1,7,1,2,4,-24
Cc1ccc(OCc2ccc(C(=O)NN)o2)c([N+](=O)[O-])c1,4,-11,-5,2,4,7,2,-2,0
O=C1Nc2ccc(S(=O)(=O)N3CCCC3)c3ccc(S(=O)(=O)N4CCCC4)c1c23,5,-4,-3,1,1,-3,2,-8,-7
CCN(c1ccccc1)S(=O)(=O)c1ccc(C(=O)Nc2c(C)n(C)n(-c3ccccc3)c2=O)cc1,-2,·,·,9,-5,-2,8,6,·
NC(=O)CC[C@H](NC(=O)c1ccc(F)cc1)C(=O)N1CCN(Cc2ccc3c(c2)OCO3)CC1,2,·,·,3,3,-3,3,20,·
CCOC(=O)CSc1nc(-c2ccc3c(c2)OCO3)ccc1C#N,-1,-1,-1,2,-4,-3,0,19,3
N#CCC(=O)N/N=C/c1c(-c2ccccc2)n(-c2ccccc2)c2ccccc12,-1,-6,-7,-5,18,6,3,1,1
C/C(=N\OC(=O)c1ccc(Cl)cc1)c1nccs1,-1,4,-1,0,25,2,13,39,6
NC(=O)[C@@H]1CCCNc2c(F)cc([N+](=O)[O-])cc2C(=O)N[C@@H](CCC(=O)O)C(=O)N[C@@H](CO)C(=O)N1,7,0,3,-7,-6,-11,-1,5,-5
CCOC(=O)C1CCCN(C2CC(=O)N(c3ccc(N4C(=O)CC(N5CCCC(C(=O)OCC)C5)C4=O)cc3)C2=O)C1 (centres undefined),3,5,3,-3,-8,-1,5,-33,5
COCCCN(C(=O)Nc1ccccc1)C(C)c1ccncc1 (centres undefined),2,4,2,0,-4,-3,-2,2,4
CCOC(=O)Nc1cccc(Cl)c1C,1,1,0,1,-8,-1,3,3,0
CN(c1ccccc1)c1nc(N)c([N+](=O)[O-])c(NCc2ccco2)n1,-1,5,1,-2,-7,1,14,8,-3
O=C(NCCC(c1ccccc1)c1ccco1)c1cccs1 (centres undefined),13,4,1,6,2,11,-3,3,3
Cc1ccc(NC(=O)C2CCCN2S(=O)(=O)c2ccc3c(c2)n(C)c(=O)c(=O)n3C)cc1C (centres undefined),-3,0,-2,3,-4,0,-2,10,7
COc1ccccc1OCCNC(=O)CCNC(=O)c1ccccc1Cl,4,8,-3,2,-1,1,6,0,6
CCOC(=O)C1=C(CC)OC(N)=C(C#N)C1c1ccc(F)cc1F (centres undefined),8,2,2,0,4,1,5,-1,-7
CCOC(=O)c1c(C(F)(F)F)nc2ncccn12,7,3,2,6,2,0,1,13,2
Cc1ccnc(N2CCC(C(=O)NNC(=O)c3ccccc3C)CC2)n1,-3,7,-1,1,5,-3,-2,17,2
COc1ccc(/C=N/OCC(=O)Nc2nc3ccccc3s2)cc1OC,-1,-10,-5,-6,-2,-2,-3,-29,0
CN1CCN(C(=O)c2cc3c(ccc4ccccc43)oc2=O)CC1,2,-8,-4,0,3,6,-4,2,6
COc1ccc2nc(Nc3nc(-c4ccncc4)cs3)sc2c1,2,-7,-4,-4,-4,0,17,17,12

# Part of the list above, showing only LYPLA1 inh and PAD4 FP inh:
SMILES | LYPLA1 inh | PAD4 FP inh
CN1CCN(C(=O)c2cc3c(ccc4ccccc43)oc2=O)CC1 | -4 | 0
COc1ccc2nc(Nc3nc(-c4ccncc4)cs3)sc2c1 | -4 | -4

# New compounds follow:
SMILES,PAFAH1B3 FP inh,LYPLA2 counter,LYPLA1 inh,PAD4 FP inh,PAFAH2 inh,PAFAH1B2 FP inh,pPAFAH inh,PREPL inh,GSTO1 inh
CC(C)(C)NC(=O)c1cc(-c2ccc3c(c2)OCO3)nc2ccccc12,9,5,-2,-4,-2,-2,1,-2,1
CSCC[C@H](NC(=O)N1C[C@H]2C[C@@H](C1)c1cccc(=O)n1C2)C(=O)Nc1ccc(NC(C)=O)cc1,3,-3,2,3,2,3,-1,-3,2
CN(C)CCC(=O)N1c2ccccc2Sc2ccc(C(F)(F)F)cc21,-1,7,5,0,4,5,0,-10,7
CCOc1ccc(N=Nc2c(N)[nH][nH]c2=O)cc1,10,-3,-1,-66,1,-1,4,9,2
CCc1ccccc1NC(=O)CC(c1ccc(OC)cc1)n1cccc1 (centres undefined),-3,-4,-4,2,-3,2,7,-4,4
O=C(CSc1nnnn1-c1ccc(F)cc1)NCc1cccs1,10,-1,-3,1,3,1,5,-3,-2
CN(C(=O)c1ccccc1)C1c2c(ccc3ccccc23)OCC1CO (centres undefined),0,2,3,0,8,-1,2,-22,-2
CCC/C(O)=C1\C(=O)CCCC1=NCCc1ccc(OCC)c(OCC)c1,4,2,2,1,6,2,-1,-7,6
COc1ccc(Nc2nc(N)nc(CSc3nnc(N)s3)n2)cc1,5,5,0,-2,0,5,-2,8,1
COc1ccc(CNC(=O)COC(=O)CO/N=C(\C)c2ccc3c(c2)OCO3)cc1,4,5,-1,0,-7,2,14,3,5
CC(C)(C)C(=O)Oc1cccc(Nc2ncnc3ccccc23)c1,5,-1,0,0,-1,5,-4,0,-6
COc1ccc(C(=O)N/C(=C\c2cccc3ccccc23)C(=O)NCCc2c[nH]c3ccccc23)cc1OC,13,-5,-7,-8,-2,-1,4,3,1
CN(C)/C=N/C(=S)Nc1ccccc1,2,3,0,1,-3,5,1,12,2
Cc1ccc(S(=O)(=O)NCC(=O)OC(C(=O)c2ccccc2)c2ccccc2)cc1 (centres undefined),3,4,4,-3,-1,0,8,13,-1
CCOC(=O)C1CCN(C(=O)Nc2ccc3c(c2)nc(C)n3C)CC1,10,3,-1,-5,-8,4,-1,10,-2
CC1Sc2ccc(S(=O)(=O)CCC(=O)N(C)Cc3ccccc3)cc2NC1=O (centres undefined),6,5,5,1,2,0,4,2,1
Cc1cc(C(=O)CSc2nc(N)cc(N)n2)c(C)n1-c1cccc(F)c1,4,0,2,-10,0,-5,5,-5,-1
O=C(CSC1=NS(=O)(=O)c2ccccc2N1)c1ccccc1,4,-1,-2,-3,2,9,4,2,-2
CCN(CC)S(=O)(=O)c1cccc(NC(=O)c2cccc(S(=O)(=O)N3CCCC3)c2)c1,-6,-9,-7,1,-16,-9,12,1,·
CCn1c(=O)c2sccc2n2c(CCCC(=O)NC3CCN(Cc4ccccc4)CC3)nnc12,4,-1,1,-3,2,4,6,3,-6
CS(=O)(=O)N1CCN(C(=O)c2cc(-c3ccccc3)nc3ccccc23)CC1,6,-1,-6,0,0,-4,3,-4,9
O=C(CCC(=O)Nc1ccc(F)cc1)N/N=C/c1ccc(O)cc1O,2,12,6,-4,11,8,3,3,2
Fc1ccc(Nc2ccc(-c3ccc(F)cc3)nn2)cc1,0,2,0,3,-1,-3,8,12,14
CCOC(=O)c1sc(NC(=S)NC(=O)c2ccccc2)nc1C,3,-1,-4,1,5,-3,-1,-7,0
Cc1ccc(C(=O)OCC(=O)c2c[nH]c3ccccc23)cc1NC(=O)c1ccco1,-7,-14,-11,-3,12,-6,0,-8,-7
CCCCC(=O)Nc1nnc(CCc2ccccc2)s1,-2,5,0,3,1,-2,4,-5,5
O=C1CSC(c2ccccc2F)N1c1ccccc1F (centres undefined),2,2,-1,2,-2,7,1,-6,0
COc1ccc(N=C2O/C(=C/c3sc(=S)n(CC4CCCO4)c3O)N=C2C#N)cc1 (centres undefined),·,-14,-7,-40,·,·,7,6,-28
CN(C(=O)COC(=O)Cn1cnc2c1c(=O)n(C)c(=O)n2C)C1(C#N)CCCCC1,11,4,0,-3,2,4,-1,-6,·
CCOC(=O)C#CC(CCc1ccccc1)OS(N)(=O)=O (centres undefined),4,6,2,-3,2,5,5,-5,5
COc1ccc(CNCCC2(O)CC(C)N(C)CC2C)cc1OC (centres undefined),2,-4,1,1,-2,-3,4,3,-4
COc1ccc(N(CC(O)CN2CCOCC2)S(=O)(=O)c2ccccc2)cc1 (centres undefined),8,10,0,-5,4,6,3,-4,8
CCOc1ccc(/C(O)=C2/C(=O)C(=O)N(CCN(CC)CC)C2c2cccs2)cc1 (centres undefined),5,4,2,2,1,8,1,11,4
COc1ccc(CCNC(=O)c2cc3c(=O)n4ccccc4nc3n(CCCN3CCOCC3)c2=N)cc1,-1,-6,-4,0,2,2,4,58*,-2
Cc1ccsc1C(=O)OCC(=O)N(Cc1ccccc1)C(C)C,2,·,·,-3,6,4,-5,11,·
CC12c3ccccc3C(c3ccccc31)C1C(=O)N(c3ccncc3)C(=O)C12 (centres undefined),4,0,0,-5,-3,-2,-3,-1,0
O=C(COC(=O)c1ccc(F)cc1F)Nc1cccnc1Cl,6,-1,-1,3,15,0,10,3,·
CC(=O)Nc1ncc(Cc2cc(Cl)ccc2Cl)s1,4,6,-3,2,4,3,10,-18,4
Cc1ccc(CNC(=O)c2cc(-c3ccccc3C)nn2CC2CC(c3cccnc3)=NO2)cc1 (centres undefined),4,·,·,-12,-2,3,-4,18,·
CCSc1nc2sc3c(c2c(=O)n1CC)CC(C)(C)OC3,8,-3,-2,-5,-2,5,3,-3,2

# High-throughput results: PubChem BioAssay, The Scripps Research Institute Molecular Screening Center
